D2 ag = HTS Assay for Allosteric Agonists of the Human D2 Dopamine Receptor: Primary Screen for Agonists; D(2) dopamine receptor (Homo sapiens), P14416; activation, % at 2 µM; AID 485358, 2010; 340,000 compounds, 0.53% hits; HEK293 T-REx D2 cells, calcium flux agonist mode;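 active means activation over 3 SD above normal in the single-dose calcium agonist read, cut at about 30% in these data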; further: 0% is about no effect
Target sequence (P14416 whole entry, looked up): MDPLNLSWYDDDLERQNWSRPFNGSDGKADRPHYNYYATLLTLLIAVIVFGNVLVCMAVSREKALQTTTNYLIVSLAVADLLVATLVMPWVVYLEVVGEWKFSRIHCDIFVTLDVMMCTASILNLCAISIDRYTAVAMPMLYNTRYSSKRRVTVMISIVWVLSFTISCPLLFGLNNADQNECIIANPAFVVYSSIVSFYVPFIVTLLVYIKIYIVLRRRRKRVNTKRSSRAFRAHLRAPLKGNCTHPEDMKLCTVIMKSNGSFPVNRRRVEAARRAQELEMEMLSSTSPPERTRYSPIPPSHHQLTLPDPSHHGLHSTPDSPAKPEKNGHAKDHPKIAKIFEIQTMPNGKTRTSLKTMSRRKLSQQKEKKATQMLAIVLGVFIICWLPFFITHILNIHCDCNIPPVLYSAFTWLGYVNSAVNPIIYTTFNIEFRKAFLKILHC
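HEK293 Trex D2 cells, tetracycline-induced, o/n 30 C 5% CO2; no-wash Ca dye, RT 30–90 min; 10-cycle baseline, 23 nl cpd added, kinetic Ca read 180 s; agonist hits = positive Ca response.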
D2 antag = HTS Assay for Allosteric Antagonists of the Human D2 Dopamine Receptor: Primary Screen for Antagonists; HEK293 TREx D2 cells, calcium flux, dopamine EC80; inhibition, % at 10 µM; 340,000 compounds, 2% hits; AID 485344, 2010; in the data active means inhibition above about 30%; further: 0% is about no effect
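Read-out: kinetic calcium fluorescence (1 cycle/s) in inducible HEK293 T-REx D2 cells after an EC80 dopamine addition that followed 180 s compound preincubation. Loss of the dopamine response indicates antagonism.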
USP1-UAF1 inh = Inhibitors of USP1/UAF1: Primary Screen; recombinant USP1/UAF1, Ub-Rhodamine cleavage fluorescence; Potency, µM (doses to about 57.1 µM), for the others: top-dose activity change, negative = inhibition, usual class: inhibitors; Ubiquitin carboxyl-terminal hydrolase 1 (Homo sapiens), O94782; 390,000 compounds, 0.23% hits; further: potency means the concentration at half of the fitted maximal effect; on the % scale 0 is the no-effect control and ±100 the full control effect; nearly all actives have a fitted effect of over 60% in size; inactives centre near -12
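High-throughput fluorogenic screen: 1nM USP1/UAF1 complex, Ub-Rho substrate 150nM final, 50mM HEPES pH 7.8 with 0.5mM EDTA, 0.1 mg/ml BSA, 1mM TCEP and 0.01% Tween-20.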
TrxR1 substrate = qHTS Assay for Substrates of Mammalian Selenoprotein Thioredoxin Reductase 1 (TrxR1): qHTS | Thioredoxin reductase 1, cytoplasmic (Rattus norvegicus), O89049 | purified TrxR1 substrate turnover, NADPH consumption readout | Potency, µM (titrated, usually from 114 µM), for the others: at the top dose activity change, negative = substrate turnover | 390,000 compounds, 0.01% hits | AID 588456, 2011; further: potency means the concentration at half of the fitted maximal effect; on the % scale 0 is the no-effect control and ±100 the full control effect; nearly all actives have a fitted effect of over 50% in size
Target sequence (O89049 whole entry, looked up): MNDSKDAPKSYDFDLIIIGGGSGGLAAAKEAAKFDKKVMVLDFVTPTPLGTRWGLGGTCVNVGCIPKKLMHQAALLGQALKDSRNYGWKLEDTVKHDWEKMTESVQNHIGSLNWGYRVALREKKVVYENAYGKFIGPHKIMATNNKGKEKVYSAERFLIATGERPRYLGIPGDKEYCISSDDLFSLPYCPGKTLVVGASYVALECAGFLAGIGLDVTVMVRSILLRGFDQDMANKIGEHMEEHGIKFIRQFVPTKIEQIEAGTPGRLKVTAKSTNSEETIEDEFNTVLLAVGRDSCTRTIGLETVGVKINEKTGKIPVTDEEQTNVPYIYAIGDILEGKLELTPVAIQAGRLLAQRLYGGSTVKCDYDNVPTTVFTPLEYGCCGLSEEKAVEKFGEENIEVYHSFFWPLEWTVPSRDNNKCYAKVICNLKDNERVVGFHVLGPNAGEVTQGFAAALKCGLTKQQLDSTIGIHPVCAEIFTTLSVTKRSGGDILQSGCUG
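Rat TrxR1, dispensed at 90 nM, was prereduced with 400 uM NADPH (final) for 5 min at ~22 deg C, then incubated with compound 15 min before 400 uM selenite. A first-read NADPH fluorescence drop versus no-compound background flagged substrates.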
TRHR enhancer = qHTS for Small Molecule Agonists and Allosteric Enhancers of Human TRH Receptor: Primary Screen for Enhancers; Thyrotropin-releasing hormone receptor (Homo sapiens), P34981; TRHR cells, fluo-8 calcium fluorescence, EC20 TRH enhancement; enhancement, % at 2 µM; 360,000 compounds, 0.66% hits; in the data active means enhancement above about 30%; further: 0% is about no effect
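Enhancer read-out: after compound pinning and an initial kinetic agonist-mode read, an EC20 of TRH (10 nM final) was injected and fluo-8 calcium signal (Ex 480/Em 530) followed at 1 s/cycle for 100 cycles in TRHR-expressing cells.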
mIDH1 inhibitor = qHTS for Inhibitors of mutant isocitrate dehydrogenase 1 (IDH1): qHTS | IDH1-R132H enzyme, NADPH consumption, diaphorase/resazurin fluorescence | Potency, µM (top dose mostly 76.6 µM), for inactives: at the top dose activity change, negative = inhibition, usual class: inhibitors | 390,000 compounds, 0.093% hits | AID 602179, 2012; further: potency means the concentration at half of the fitted maximal effect; on the % scale 0 is the no-effect control and ±100 the full control effect; nearly all actives have a fitted effect of over 65% in size
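IDH1-R132H (0.5 ug/mL) preincubated 30 min with compound, then NADPH (0.016 mM) and alpha-KG (2 mM) added; 80 min at RT, pH 7.5. Remaining NADPH coupled via diaphorase/resazurin to fluorescence (540/590 nm); concentration-response curves normalized to no-enzyme control.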
PI4K2A inh = qHTS for small molecular inhibitors of PI4K2A; Phosphatidylinositol 4-kinase type 2-alpha (Homo sapiens), Q9BTU6; purified PI4K2A, ADP-Glo luminescence, 1 h; hits give low values; activity change, negative = inhibition, % at 76.9 µM; 420,000 compounds, 0.13% hits; AID 1346378, 2018; in the data active means activity change below about -50%; inconclusive means mostly about -30% to -49%;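 further: -100% = wells without enzyme as full effect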
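PI4K2A activity was measured by ADP-Glo luminescence: enzyme (4 ug/mL stock) and phosphatidylinositol (1.2 mM stock) in Tris pH 7.5/MgCl2/EGTA/Triton X-100 buffer were reacted with ATP (300 microM stock) for one hour at ambient temperature.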
TrxR1 inh = qHTS Assay for Inhibitors of Mammalian Selenoprotein Thioredoxin Reductase 1 (TrxR1): qHTS; 390,000 compounds, 1% hits; Thioredoxin reductase 1, cytoplasmic (Rattus norvegicus), O89049; Potency, µM (series often up to 114 µM), without a hit: at the top dose activity change, negative = inhibition, hits mostly inhibitors; AID 588453, 2011; recombinant rTrxR1, NADPH fluorescence consumption, selenite substrate; further: potency means the concentration at half of the fitted maximal effect; on the % scale 0 is the no-effect control and ±100 the full control effect; nearly all actives have a fitted effect of over 65% in size
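Rat TrxR1 (90 nM in the dispensed reagent) was pre-reduced with 400 uM NADPH for 5 min at room temperature, then incubated with compound for 15 min. After 400 uM selenite was added, NADPH fluorescence (Ex 340/Em 450 nm) was followed for 8 min.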
TRHR ag = qHTS for Small Molecule Agonists and Allosteric Enhancers of Human TRH Receptor: Primary Screen for Agonists. Thyrotropin-releasing hormone receptor (Homo sapiens), P34981. TRHR cells, calcium flux fluo-8, FDSS agonist mode. activation, % at 2 µM. 360,000 compounds, 0.18% hits. AID 493084, 2011; in the data active means activation above about 30%; further: 0% is about no effect
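In this calcium-flux screen, cells bearing human TRHR are dye-loaded with fluo-8, baselined for 10 cycles, then exposed to library compounds; positive kinetic calcium responses during the agonist phase mark hits, with TRH as control.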
Numbers without * were called inactive; u = inconclusive; x = not tested or not shown; [ ] = another dose, or the depositor's remark. Unless noted, the call rests on the fitted dose curve; in most records, active means well fitted inhibition curve with a large enough effect; inconclusive means small, poorly fitted or top-dose-only effect; inactive means no such curve, though single readings can be large or run the other way.

SMILES	D2 ag	D2 antag	USP1-UAF1 inh	TrxR1 substrate	TRHR enhancer	mIDH1 inhibitor	PI4K2A inh	TrxR1 inh	TRHR ag
COc1ccccc1NC(=O)CNC(=O)c1ccc([N+](=O)[O-])cc1	0.4	-9	2%	-1%	1	4%	-4	17%	-1.1
O=S(=O)(c1cccs1)N1CCN(Cc2cccc(F)c2)CC1	x	x	-25%	-1%	-6	15%	1	13%	-0.2
CCOC(=O)CSc1nc(C)nc2c1sc1nc(C)c(C(C)=O)c(-c3ccc(OC)cc3)c12	3.4	40*	-2%	-4%	-2	-3%	3	6%	0.4
O=C(CN(C(=O)c1csnn1)c1cccc(Cl)c1)NCCc1ccccc1	-1.4	4	-2%	8%[57.1 µM]	-8	-4%	0	18%[57.1 µM]	0.7
Cc1nc(-c2ccccc2)sc1C(N)=O	-0.2	-2	0%	-1%	-2	7%	-3	-2%	-0.5
CCOc1ccc(-c2nnc(SCC(=O)NCCc3ccccc3)nc2-c2ccc(OCC)c(OC)c2)cc1OC	-0.7	x	-19%	0%[57.1 µM]	-3	16%	1	5%[57.1 µM]	0.4
O=[N+]([O-])c1ccccc1/C=C/C=N/Nc1ccc(S(=O)(=O)Nc2ccc(Cl)cc2)cc1[N+](=O)[O-]	3.5	-7	1%	-5%[57.1 µM]	-3	1%	5	-5%[57.1 µM]	-2.4
C/C(=N/NC(=O)c1cccs1)c1cccc(N)c1	0.6	12	-13%	-3%	-3	11%	0	15%	0.4
C=CCNC(=O)c1ccc2nc(-c3ccccc3)c(-c3ccccc3)nc2c1	1.1	-2	-14%	40%[activator][57.1 µM]	-3	2%	-2	16%[57.1 µM]	-0.4
COc1ccc(NC(=O)CCCc2nnc3n(C(C)C)c(=O)c4sccc4n23)cc1Cl	-0.2	x	-15%	-2%	11	2%	0	3%	-0.1
COCCn1c(-c2ccc(Cl)cc2)nc2oc3cc(OC)ccc3c(=O)c2c1=O	-2.0	4	-8%	-3%	0	-5%	-1	4%	-0.8
COc1ccc(S(=O)(=O)Nc2cc3[nH]c(=O)oc3cc2C)cc1	-3.0	-15	-15%	0%	0	-8%	-5	30%	-1.6
COc1ccc(NC(=O)C2CCC(=O)N2S(=O)(=O)c2ccc(C)cc2)cc1Cl (stereo not given)	0.9	34*	-11%	4%	16	-3%	2	12%	0.6
COc1ccc(OC)c(N=C2C(=O)Nc3ccccc32)c1	0.7	4	-13%	-5%	1	8%	1	-18%	0.7
O=C(O)c1cccc(NC(=O)C2CCCO2)c1 (stereo not given)	-0.1	18	8%	-9%	2	-9%	1	9%	0.1
CCOC(=O)c1c(CC(C)C)csc1NC(=O)COC(=O)C1=NNC(=O)CC1	-1.6	15	3%	7%	6	5%	0	16%	0.0
CC(C(=O)Nc1ccc(S(=O)(=O)N2CCCCC2)cc1)N1CCN(c2ccccn2)CC1 (stereo not given)	4.2	14	x	x	5	x	x	x	0.5
O=C(CN1C(=O)NC2(CCCC2)C1=O)NNC(=O)c1ccc(Br)cc1	-0.8	9	-12%	4%	-1	1%	1	9%	-0.1
COc1cccc(/C=C/C(=O)OCC(=O)NC(=O)NC2CCCC2)c1	-0.9	-11	-13%	u	1	-7%	1	u	-0.5
Nn1c(CN2CCCCC2)nc2ccccc2c1=O	0.1	-13	-4%	11%	5	5%	-2	17%	2.2
C/C(=N\NC(=O)c1ccc2c(c1)OCCO2)c1ccccc1	0.0	-6	-11%	10%[11.4 µM]	-2	0%	4	19%[11.4 µM]	-0.2
O=C(Nc1nc2ccccc2s1)c1cccc(N2C(=O)CCC2=O)c1	0.5	1	-16%	16%	-2	2%	-2	2%	-1.0
COc1ccc(NC(=O)N2CCCC2C(=O)Nc2ccc(C)c(Cl)c2)cc1 (stereo not given)	-0.6	-13	3%	1%	-4	-5%	-3	3%	-0.9
COc1ccc(C2(C(=O)Nc3ccc(C)cc3)CCOCC2)cc1	0.4	-7	-8%	-13%	5	5%	1	24%[57.1 µM]	0.6
O=C(Nc1nnc(-c2cccnc2)o1)c1cccc(Cl)c1	-0.5	-27	-16%	-9%[57.1 µM]	5	3%	-2	5%[57.1 µM]	-0.3

The list continues.
SMILES	D2 ag	D2 antag	USP1-UAF1 inh	TrxR1 substrate	TRHR enhancer	mIDH1 inhibitor	PI4K2A inh	TrxR1 inh	TRHR ag
O=C(Cc1ccc(F)cc1)N[C@@H]1c2ccccc2CC[C@H]1OCc1ccccc1	x	x	-26%	0%	x	13%	3	10%	x
COc1cc(NC(=O)/C=C/c2ccccc2)c(C(=O)O)cc1OC	0.4	-6	-26%	-9%	-2	-3%	0	10%	0.0
CCNC(=O)NC(=O)CSc1ccc(S(=O)(=O)N(C)C2CCCCC2)cn1	x	x	-17%	-2%	-11	3%	-6	-5%	-1.5
O=C1C2C(c3ccccc3)CC=CC2[C@H](c2ccoc2)N1Cc1ccccc1 (stereo not given in full)	1.2	-8	-15%	5%[57.1 µM]	-1	4%	-1	5%[57.1 µM]	0.9
Nc1c(S(=O)(=O)c2ccccc2)c2nc3ccccc3nc2n1/N=C/c1ccco1	-0.1	-5	-22%	35%[activator][57.1 µM]	-3	-7%	-27	u	0.2
COc1ccc(CCNC(=O)CSc2ccc3nnc(CCNC(=O)c4ccccc4)n3n2)cc1OC	0.0	9	-5%	-5%	-4	6%	1	-7%	0.6
Cc1ccccc1NC(=O)c1[nH]cnc1C(=O)NN	-0.6	-7	-17%	7%[57.1 µM]	-4	-2%	6	5%[57.1 µM]	0.8
CC(C)c1ccccc1-n1c(-c2cccnc2)n[nH]c1=S	0.2	-10	-7%	-2%	-6	0%	-4	-19%[57.1 µM]	-0.5
CCN(CC)c1ccc(NC(=O)C2CCCN(S(=O)(=O)c3cccnc3)C2)c(C)c1 (stereo not given)	-0.4	1	-12%	1%[57.1 µM]	9	12%	-1	-2%[57.1 µM]	-0.4
CC1(C)CC(=O)C(C(c2cccc([N+](=O)[O-])c2)C2C(=O)CC(C)(C)CC2=O)C(=O)C1	0.2	8	-7%	0%	3	4%	-8	u	-0.2
COCCNc1cc(NCCOC)c([N+](=O)[O-])cc1[N+](=O)[O-]	-0.8	21	-17%	3%[57.1 µM]	10	9%	8	6%[57.1 µM]	0.1
COc1ccc(CN2C(=O)C(C)Nc3ncnc(N4CCOCC4)c32)cc1 (stereo not given)	x	x	-8%	1%	x	6%	7	6%[57.1 µM]	x
COc1cccc(-n2c(=O)n(Cc3ccccc3)c(=O)c3[nH]cnc32)c1C	0.1	2	-23%	-18%[11.4 µM]	1	7%	3	28%[11.4 µM]	0.0
Cc1cccc(C)c1NC(=O)N1C2CCC1CC(O)(c1cccnc1)C2 (stereo not given)	0.1	-15	0%	5%	9	1%	-3	10%	0.4
COc1cc(NC(=O)Cn2cnc(S(=O)(=O)N3CCC(C)CC3)c2)cc(OC)c1OC	-0.1	15	-10%	1%	-6	3%	-1	1%	-0.1
O=C(CSC1=Nc2ccccc2C2=NC(c3ccccc3)C(=O)N12)NCC1CCCO1 (stereo not given)	-1.1	-3	-7%	60%[activator]	-2	-4%	32	-34%[57.1 µM]	-0.5
c1ccc(-c2csc3ncn4cnnc4c23)cc1	0.7	-4	-6%	-9%	-9	-2%	-7	-14%	-1.6
CN(Cc1ccc(Cl)cc1Cl)C(=O)CNC(=O)c1ccco1	-0.3	-12	-25%	7%	4	-12%	0	28%	-0.8
Cn1cc(S(=O)(=O)NCc2ccco2)c(=O)n(C)c1=O	0.4	15	-18%	5%	3	3%	4	11%[57.1 µM]	0.1
c1ccc(N=C(c2cccs2)N2CCOCC2)cc1	0.5	32*	-5%	6%[57.1 µM]	-5	1%	3	7%[57.1 µM]	0.2
O=C(COC(=O)c1ccc(NC(=O)C2CC=CCC2C(=O)O)cc1)c1ccccc1 (stereo not given)	-0.5	-13	-21%	2%	8	-3%	10	15%	0.8

Pulled by structure from above, 5 records:
SMILES	D2 ag	D2 antag	USP1-UAF1 inh	TrxR1 substrate	TRHR enhancer	mIDH1 inhibitor	PI4K2A inh	TrxR1 inh	TRHR ag
O=C(CSC1=Nc2ccccc2C2=NC(c3ccccc3)C(=O)N12)NCC1CCCO1 (stereo not given)	-1.1	-3	-7%	60%[activator]	-2	-4%	32	-34%[57.1 µM]	-0.5
COc1cc(NC(=O)Cn2cnc(S(=O)(=O)N3CCC(C)CC3)c2)cc(OC)c1OC	-0.1	15	-10%	1%	-6	3%	-1	1%	-0.1
Cn1cc(S(=O)(=O)NCc2ccco2)c(=O)n(C)c1=O	0.4	15	-18%	5%	3	3%	4	11%[57.1 µM]	0.1
CC(C)c1ccccc1-n1c(-c2cccnc2)n[nH]c1=S	0.2	-10	-7%	-2%	-6	0%	-4	-19%[57.1 µM]	-0.5
COc1ccc(CCNC(=O)CSc2ccc3nnc(CCNC(=O)c4ccccc4)n3n2)cc1OC	0.0	9	-5%	-5%	-4	6%	1	-7%	0.6

Screens as filed in PubChem.

An unsorted share of the library, and some 3.9% of all compounds hit somewhere here.
